Furin inh: human furin inhibition. P09958. purified furin, fluorogenic substrate cleavage. inhibition, % at 30 µM. 220,000 compounds, 0.061% hits; in the data active means inhibition above about 25%; further: inactives centre near -15
Calpain2 inh: calpain II (pig) inhibition. purified calpain II, fluorogenic peptide substrate, 30 min. inhibition, % at 16 µM. 220,000 compounds, 0.37% hits. AID 1236;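 active means inhibition above about 50%, limit read from the data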
Tb hexokinase: blocks Trypanosoma brucei hexokinase 1 activity; inhibition, % at 10 µM; AID 1430; 220,000 compounds, 0.11% hits; recombinant TbHK1, G6PDH-coupled NADH A340;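 active means inhibition of 50% or more in the single-dose primary screen; inactive means inhibition below 50%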
EBV gp42 block: EBV gp42 inhibition | Q1HVG2 | Fluorescence polarization binding assay, mP read-out | inhibition, % (tested at 21.74 µM) | 220,000 compounds, 0.42% hits; in the data active means inhibition above about 50%
TRPN1 ag: zebrafish TRPN1 (NompC) channel agonism. HEK293 zebrafish TRPN1-YFP, Fluo-8 calcium fluorescence; 100% = response to 87 µM carbachol. activation, % at 3 µM. 220,000 compounds, 0.18% hits;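 active means activation above its plate's cutoff, the mean activation of test wells on that plate plus 3 SD, cut at about 19% in these data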;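 further: 0% = DMSO alone and 100% = 87 µM carbachol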
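Control set: carbachol 87 µM as high control, DMSO as low control; system: HEK293 stable line with zebrafish TRPN1-YFP; read-out: % activation versus carbachol response; detection: intracellular calcium fluorescence with Fluo-8; doses: single test compound dose, 3 µM nominal, 0.3% DMSO; schedule: dye 1 h 37 °C plus 30 min RT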
thrombin 1536: blocks human thrombin protease activity. P00734. alpha-thrombin, Boc-VPR-AMC fluorogenic substrate cleavage. inhibition, % at 5 µM. 220,000 compounds, 0.26% hits. AID 1046;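 active means inhibition at or above 40%; inactive means inhibition below 40%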;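 further: 0% = enzyme with no compound and 100% = wells without enzyme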
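Material: Human alpha-thrombin protein | Buffer or medium: pH 7.5 Tris-saline with Tween 20 | Reagent: Boc-VPR-AMC substrate, 15 µM final | Schedule: Reaction at ambient temperature | Detection: AMC fluorescence at 355 nm excitation and 460 nm emission | Evaluation: Percent inhibition scaled between no-compound controls and no-enzyme blanks | Controls: no-compound enzyme wells and no-enzyme blanks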
PPC-1+TRAIL kill: PPC-1 cancer cell killing with TRAIL present; PPC-1 cells + TRAIL, ATPLite viability luminescence; cell killing (% activity), % at 4 µM; 220,000 compounds, 0.41% hits; AID 1443;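 active means cell killing above 50% in the first pass at 4 µM, then a duplicate retest at 5 µM averaging 50% or more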;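 further: plate controls were cells with TRAIL plus DMSO for no effect and medium-only wells lacking cells for full effect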
TRPML3 ag: agonists of human TRPML3 channel | Q8TDD5 | HEK293 TRPML3-YFP, Fluo-8 calcium fluorescence; 100% = the carbachol control signal | activation, % at 3 µM | 220,000 compounds, 0.29% hits;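 active means activation above its plate's cutoff, the mean activation of the plate's test wells plus 3 SD, cut at about 12% in these data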;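 further: 0% = DMSO only wells and 100% = carbachol wells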
Target sequence (Q8TDD5 whole entry, looked up): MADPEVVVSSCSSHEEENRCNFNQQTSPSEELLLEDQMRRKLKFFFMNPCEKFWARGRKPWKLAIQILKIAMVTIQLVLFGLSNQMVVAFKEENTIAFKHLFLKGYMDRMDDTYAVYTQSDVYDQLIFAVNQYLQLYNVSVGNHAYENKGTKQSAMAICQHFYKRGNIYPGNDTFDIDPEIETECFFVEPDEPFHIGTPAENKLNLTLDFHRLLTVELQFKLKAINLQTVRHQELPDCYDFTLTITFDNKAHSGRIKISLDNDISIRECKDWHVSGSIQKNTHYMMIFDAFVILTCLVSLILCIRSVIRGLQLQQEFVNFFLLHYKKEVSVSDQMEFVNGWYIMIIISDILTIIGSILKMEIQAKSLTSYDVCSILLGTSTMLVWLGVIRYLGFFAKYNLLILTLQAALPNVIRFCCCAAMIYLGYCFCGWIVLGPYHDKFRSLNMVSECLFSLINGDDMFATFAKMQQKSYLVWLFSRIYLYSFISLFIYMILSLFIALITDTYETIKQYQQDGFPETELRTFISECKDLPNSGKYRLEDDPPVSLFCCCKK
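Test system – HEK293 line with stable expression of human TRPML3-YFP channel · Control set – carbachol 87 µM final as high control (100%), DMSO as low control (0%) · Signal – Fluo-8 calcium dye fluorescence, ex 470-495, em 515-575 nm · Incubation – 1-h 37 °C dye load, 5-s basal, 120-s post-compound reads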
Cl transport mod: modulates chloride dependent transport by human KCC2; Q9H2X9; KCC2 cells, thallium flux FluoZin-2 fluorescence; B-score of Tl+ flux slope (higher = more flux/activation; lower = inhibition) at 10 µM; 190,000 compounds, 2.2% hits;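 active means thallium flux slope and its plate-corrected score both differing from the plate sample mean at a set confidence after two filtering rounds, in either direction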;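 further: slope of fluorescence scaled to starting intensity during 10 to 20 s after thallium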
The depositor's hits bear a star; i = inactive; nt = no result given; [ ] = another dose, or the depositor's remark.

A first look:
Molecule | Furin inh | Calpain2 inh | Tb hexokinase | EBV gp42 block | TRPN1 ag | thrombin 1536 | PPC-1+TRAIL kill | TRPML3 ag | Cl transport mod
O=[N+]([O-])c1ccccc1/C=N/n1c(C2CCCCC2)n[nH]c1=S | -11 | 10 | 0 | 4 | -0.9 | -6 | 16 | 0.1 | 11*
Cc1n[nH]c(=O)nc1NCCc1ccccc1 | -14[20 µM] | -21 | -4 | -25 | 0.0 | 0 | 0 | 0.7 | -0.27
COc1ccc(CCNC2=C(Cl)C(=O)N(CCc3ccccc3)C2=O)cc1OC | -3[20 µM] | -443 | -3 | -9 | 1.4 | 1 | 27 | 0.2 | nt
Cc1nn(C(=O)c2cccc([N+](=O)[O-])c2)c(C)c1Sc1ccccc1 | -19[20 µM] | -23 | 3 | -17 | -0.9 | 1 | -12 | -0.6 | 0.067
CCN(CCNC(=O)CN1CCN(Cc2ccc(Cl)cc2)C1=O)c1ccccc1 | -13[20 µM] | -40 | -4 | -5 | 0.5 | -6 | 15 | 1.0 | -0.78
Cc1ccc(-c2c[n+](CC(=O)c3ccc(Br)cc3)c3n2CCCCC3)cc1 | -20 | -26 | -2 | -22 | -1.5 | 1 | 26 | -0.7 | nt
CC1(CCc2ccccc2)NC(=O)N(CC(=O)Nc2ccccc2)C1=O (stereo not drawn) | -11 | -14 | -8 | -11 | 4.1 | -5 | -5 | 0.1 | -0.42
O=C(NCc1cccs1)C1CCC(CNS(=O)(=O)c2cccs2)CC1 (stereo not drawn) | -11[20 µM] | 20 | -4 | 1 | 1.4 | -1 | 6 | 1.0 | nt
O=C1Nc2ccccc2OC1CC(=O)N1CCOCC1 (stereo not drawn) | -42 | -86 | 0 | 3 | 1.3 | 0 | -8 | 0.5 | nt
O=C(O)CCNS(=O)(=O)c1ccccc1C(F)(F)F | -23 | -6 | 5 | -14 | 0.4 | -3 | 19 | 1.1 | 0.68

Main list, from the first entry:
Molecule | Furin inh | Calpain2 inh | Tb hexokinase | EBV gp42 block | TRPN1 ag | thrombin 1536 | PPC-1+TRAIL kill | TRPML3 ag | Cl transport mod
O=[N+]([O-])c1ccccc1/C=N/n1c(C2CCCCC2)n[nH]c1=S | -11 | 10 | 0 | 4 | -0.9 | -6 | 16 | 0.1 | 11*
Cc1n[nH]c(=O)nc1NCCc1ccccc1 | -14[20 µM] | -21 | -4 | -25 | 0.0 | 0 | 0 | 0.7 | -0.27
COc1ccc(CCNC2=C(Cl)C(=O)N(CCc3ccccc3)C2=O)cc1OC | -3[20 µM] | -443 | -3 | -9 | 1.4 | 1 | 27 | 0.2 | nt
Cc1nn(C(=O)c2cccc([N+](=O)[O-])c2)c(C)c1Sc1ccccc1 | -19[20 µM] | -23 | 3 | -17 | -0.9 | 1 | -12 | -0.6 | 0.067
CCN(CCNC(=O)CN1CCN(Cc2ccc(Cl)cc2)C1=O)c1ccccc1 | -13[20 µM] | -40 | -4 | -5 | 0.5 | -6 | 15 | 1.0 | -0.78
Cc1ccc(-c2c[n+](CC(=O)c3ccc(Br)cc3)c3n2CCCCC3)cc1 | -20 | -26 | -2 | -22 | -1.5 | 1 | 26 | -0.7 | nt
CC1(CCc2ccccc2)NC(=O)N(CC(=O)Nc2ccccc2)C1=O (stereo not drawn) | -11 | -14 | -8 | -11 | 4.1 | -5 | -5 | 0.1 | -0.42
O=C(NCc1cccs1)C1CCC(CNS(=O)(=O)c2cccs2)CC1 (stereo not drawn) | -11[20 µM] | 20 | -4 | 1 | 1.4 | -1 | 6 | 1.0 | nt
O=C1Nc2ccccc2OC1CC(=O)N1CCOCC1 (stereo not drawn) | -42 | -86 | 0 | 3 | 1.3 | 0 | -8 | 0.5 | nt
O=C(O)CCNS(=O)(=O)c1ccccc1C(F)(F)F | -23 | -6 | 5 | -14 | 0.4 | -3 | 19 | 1.1 | 0.68
Cc1ccc(C(=O)N/C(=C/c2ccc(-c3cccc([N+](=O)[O-])c3)o2)C(=O)NCCCN(C)C)cc1 | 20 | 25 | -26 | -5 | -0.6 | 18 | 24 | -0.3 | nt
O=C1CC(C(=O)O)C2(CCCC2)O1 (stereo not drawn) | -2[20 µM] | nt | 8 | nt | 2.9 | nt | nt | 1.2 | 1.1
Cc1cc(N2CCCCC2)nc2ccc(NC(=O)CCC(=O)NCCC(C)C)cc12 | -13[20 µM] | -251 | -17 | -14 | -1.4 | 3 | 23 | -0.6 | 0.8
CCOC(=O)c1c(C2COc3ccccc3O2)csc1NC(=O)c1ccccc1 (stereo not drawn) | -28[20 µM] | i | -19 | -2 | -0.6 | -12 | 6 | 0.6 | nt
COc1ccc(N(C)S(=O)(=O)c2cccc(C(=O)OCC(=O)NCc3ccccc3OC)c2)cc1 | -7 | 43 | -7 | -16 | 4.0 | 5 | 17 | 1.7 | -1.1
CC1CCCC(C)N1C(=O)CSc1nnc(COc2cccc3cccnc23)o1 (stereo not drawn) | -30 | -50 | -4 | -14 | 1.9 | 4 | nt | 0.2 | -1.4
COc1cc(/C=N/c2oc(-c3ccccc3)cc2C#N)ccc1O | -11[20 µM] | -173 | -17 | 57* | -1.2 | -3 | 13 | 0.1 | nt
CCOc1cc(/C=C2/SC(=O)N(CC(=O)N3CCc4ccccc4C3)C2=O)ccc1OCC(=O)O | -4[20 µM] | -174 | -33 | -10 | -0.6 | 3 | 4 | 0.4 | -0.39
O=C(COC(=O)/C=C/C(=O)OCC(=O)NC12CC3CC(CC(C3)C1)C2)NC12CC3CC(CC(C3)C1)C2 | -17 | 15 | -2 | -6 | 3.2 | -7 | 10 | 1.3 | 0.33
COc1ccc(C(=O)C2CCCN(C(=O)c3cccnc3OC)C2)cc1F (stereo not drawn) | -19 | -31 | -5 | -12 | 0.6 | -6 | 10 | 0.2 | nt
CCOC(=O)COc1ccc(C2CC(C)=NN2c2ccccc2)cc1 (stereo not drawn) | -20 | -37 | -5 | -18 | -1.6 | -7 | 5 | -0.8 | -0.98
O=C(CN(CCO)c1ccccc1)NC12CC3CC(CC(C3)C1)C2 | -13 | 14 | -4 | -7 | 4.8 | 8 | 12 | 0.5 | nt
CN1CCC(N(C)C(=O)c2sc3cc(F)ccc3c2Cl)CC1 | -29 | 9 | 1 | -8 | 0.2 | -2 | 11 | 0.9 | 0.086
CCOc1ccccc1NC(=O)CCN1CCN(S(=O)(=O)c2ccc(Br)cc2)CC1 | -32[20 µM] | -6 | 3 | -15 | -1.2 | 1 | 4 | -0.7 | 0.082

Compound activity: PubChem BioAssay, several laboratories
